NR2E3 ag-1: NR2E3 agonists in two-hybrid cells, primary screen, cell-based, luminescence, CHO-S, Gal4-NCOR/VP16-NR2E3 | Photoreceptor-specific nuclear receptor (Homo sapiens), Q9Y5X4 | luciferase | inhibition of corepressor binding, % at 3.98 µM | 360,000 tested, 0.35% active | AID 602229, 2012;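 active means inhibition above the mean of all tested compounds plus 3 SD, cut at about 70% in these data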;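 further: 0% = DMSO with NR2E3 transfected cells and 100% = cells lacking NR2E3 construct; higher means lower luciferase signal from less NR2E3 corepressor binding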
Target sequence (Q9Y5X4 whole entry, looked up, the tested form may be a part): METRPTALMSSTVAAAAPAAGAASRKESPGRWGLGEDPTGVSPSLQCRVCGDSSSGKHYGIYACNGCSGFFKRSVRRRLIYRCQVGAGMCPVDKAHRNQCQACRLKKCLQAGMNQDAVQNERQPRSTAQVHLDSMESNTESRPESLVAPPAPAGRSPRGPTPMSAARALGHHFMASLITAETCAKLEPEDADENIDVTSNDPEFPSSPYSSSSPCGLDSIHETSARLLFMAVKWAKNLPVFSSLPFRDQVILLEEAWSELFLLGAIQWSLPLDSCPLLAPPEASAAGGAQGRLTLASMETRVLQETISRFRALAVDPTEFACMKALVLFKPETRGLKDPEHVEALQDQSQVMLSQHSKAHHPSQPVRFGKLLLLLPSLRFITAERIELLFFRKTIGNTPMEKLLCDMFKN
aDG glyco act: activators of alpha-DG glycosylation, primary screen, uHTS, Pro5-aDG cells, AlphaScreen; 360,000 tested, 0.22% active; alpha-DG glycosylation AlphaScreen (IIH6); 0% Pro5, 100% B10-LARGE cell signal; activation, % at 10 µM;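 active means activation of at least 8% versus controls, or a plate z-score of at least 8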;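 further: Pro5 are CHO cells carrying HIG-tagged alpha-DG that lacks glycosylation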
iPSC survival up: enhancers of single-cell hiPSC survival, primary screen, ATPlite luminescence; 100% = ROCK inhibitor wells, 0% = DMSO; survival enhancement, % at 20 µM; 360,000 tested, 0.044% active; AID 602274, 2012; in the data active means survival enhancement above about 18%;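 further: cells exposed to compounds for 16 hours before the ATP read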
Shn3 3UTR inh: reduction of Shn3 3'UTR firefly luciferase signal, primary screen, Schnurri-3 inhibitor project, cell-based, Clone20 osteoblasts, set 2; Clone20 osteoblast Shn3 3'UTR firefly luciferase, 24 h; inhibition, % at 12.5 µM; 360,000 tested, 0.52% active;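 active means mean inhibition of at least 75% with every replicate also reaching 75%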;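 further: 0% = median of neutral control wells and 100% = pilot-screen positive control compound; some compounds past the cut are filed as inactive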
NR2E3 ag-2: inhibitors of NR2E3-RetCOR corepressor binding, primary screen, NR2E3 agonist project, biochemical, TR-FRET, GST-NR2E3, biotin-RetCOR; 320,000 tested, 0.12% active; AID 2300, 2010; Photoreceptor-specific nuclear receptor (Homo sapiens), Q9Y5X4; 1536-well; inhibition of corepressor binding, % at 4.78 µM;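 active means percent inhibition above the cutoff of mean plus 3 SD of all tested compounds, set per screening campaign, cut at about 20% in these data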;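 further: 0% = DMSO wells and 100% = biotin wells as full block of FRET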
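System: GST-tagged NR2E3 plus biotinylated RetCOR corepressor; Buffer or medium: pH 7.5 Tris-based buffer; Probe or stimulus: RetCOR corepressor, biotinylated, 7 nM; Doses: compound at 4.8 µM, single dose; Schedule: 5 h incubation at 4 °C; Technique: time-resolved FRET; Evaluation: percent inhibition of TR-FRET ratio; Replication: one well per compound, singlicate testing.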
HIF-2a block: HIF-2a reporter inhibitors, primary screen, luminescence, 786-0 RCC cells | 786-0 RCC cells HIF-2a reporter, luciferase luminescence, overnight | inhibition, % at 18.8 µM | 360,000 tested, 0.72% active | AID 624352, 2012;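 active means inhibition of the luminescence signal of 40% or more relative to plate controls, in a single-dose primary screen at 18.75 µM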
TWEAK-Fn14 inh: inhibitors of TWEAK-Fn14 signaling, primary screen, luciferase reporter cells, uHTS. TWEAK-stimulated Fn14 reporter cells, luciferase luminescence, 8 h. inhibition, % at 10 µM. 360,000 tested, 2% active; in the data active means inhibition above about 50%
KKLEB tox: cytotoxicity in KKLEB CF airway cells, primary screen, cytotoxicity control for CF NF-kB inhibitor project, cell-based, uHTS, fluorescence assay plates; KKLEB CF airway cells viability, ATPlite luminescence, overnight; active compounds read low; cells stimulated with P. aeruginosa culture filtrate; activity change (cytotoxicity), % at 5 µM; 360,000 tested, 0.36% active;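 active means corrected activity change at or below -50% at 5 µM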
Peg3 promoter: Peg3 promoter-driven luciferase inhibitors, primary screen, cell-based, HeLa, luciferase luminescence; HeLa PEG-Prom luciferase reporter, overnight; inhibition, % at 20 µM; AID 588405, 2011; 360,000 tested, 1.7% active;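 active means inhibition of at least 50% at 20 µM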
TRPM1 prom inh: inhibitors of MITF-dependent TRPM1 promoter reporter, primary screen, cell-based, SK-MEL-5, single point, luciferase | AID 488899, 2010 | SK-MEL-5 TRPM1 promoter luciferase, 24 h | inhibition, % at 12.5 µM | 330,000 tested, 0.83% active;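 active means mean inhibition across replicates of 60% or more, whatever share of single replicates reaches that level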; further: values of inactives mirror those of a sister screen read the other way
CF NFkB inh: inhibitors of PAF-induced NF-kB signaling, primary screen, cell-based, GFP fluorescence, uHTS; 360,000 tested, 0.86% active; KKLEB NF-kB-GFP reporter, GFP fluorescence overnight; inhibition, % at 5 µM; AID 588850, 2011;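 active means at least 50% inhibition at 5 µM, scaled per plate between neutral and stimulator controls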;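 further: PAF is a Pseudomonas aeruginosa culture filtrate used as stimulus; plate controls were PAF-stimulated DMSO wells for no effect and unstimulated DMSO wells for full effect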
Numbers without * were called inactive; nt = not tested or not shown.

Values run as follows: aDG glyco act | TWEAK-Fn14 inh | CF NFkB inh | KKLEB tox | HIF-2a block | Peg3 promoter | iPSC survival up | Shn3 3UTR inh | TRPM1 prom inh | NR2E3 ag-2 | NR2E3 ag-1
1. COc1ccc(NC(=O)c2cc(C3CCCCN3S(=O)(=O)c3c(C)noc3C)on2)c(C)c1 (stereo not given)
→ 0.0 | 4 | -7 | 8 | 14 | 14 | -3.8 | -5 | nt | nt | -11
2. CCOC(=O)N1CCN(C(=O)c2ccc3c(SCC(=O)O)c4c(nc3c2)CCC4)CC1
→ -0.2 | -12 | -17 | 2 | 4 | 8 | 0.3 | -5 | -4 | 0 | -38
3. C[C@H](NC(=O)[C@@H]1Cc2ccccc2CN1C(=O)OC(C)(C)C)C(=O)NC1CCCCC1
→ -0.1 | 11 | 15 | -8 | 1 | 1 | 0.3 | -3 | -5 | -1 | -4
4. COC(=O)c1ccc(OCC(=O)c2ccc(O)cc2O)cc1
→ -0.7 | -4 | -6 | -4 | -42 | -96 | 0.5 | -27 | -2 | -2 | -50
5. Cc1ccc(S(=O)(=O)N2CCCC2C(=O)Nc2nc3ccccc3s2)cc1 (stereo not given)
→ 0.3 | 3 | 0 | 4 | -15 | -18 | -2.0 | -4 | 3 | -1 | -31
6. CCN(CC)C(=O)c1sc(NC(=O)c2ccncc2)c(C(=O)OC)c1C
→ 0.0 | -8 | 7 | -3 | 11 | 3 | -0.7 | -3 | 0 | 3 | 3
7. CCOc1cc(N2CCOCC2)c(OCC)cc1NC(=O)c1ccc(OC)cc1
→ -0.2 | -12 | 1 | -13 | 7 | 10 | -0.4 | 17 | -2 | 2 | -9
8. Cc1cc(C(=O)Nc2cnn(Cc3ccc(Cl)cc3Cl)c2)no1
→ 0.2 | -8 | 6 | -1 | -74 | -34 | -0.1 | 1 | 0 | 0 | 3
9. COc1ccc(C2CC(c3ccccc3)=NN2C(=O)COC(=O)c2cccc(S(=O)(=O)N(C)C)c2)cc1 (stereo not given)
→ 0.4 | -13 | 4 | 0 | 1 | 6 | 0.4 | -9 | -10 | 1 | -18
10. COc1cc(/C=N/NC(=O)C2COc3ccccc3O2)ccc1O (stereo not given)
→ 0.1 | 6 | 0 | 10 | -1 | 5 | -0.3 | 0 | 4 | 0 | -37
11. CC(=O)N[C@@H](Cc1c[nH]c2ccccc12)C(=O)OCC(=O)Nc1ccc(S(=O)(=O)N(C)C)cc1
→ -0.2 | -3 | 5 | 17 | 17 | 9 | -0.3 | -2 | 13 | -4 | 13
12. O=C(CC1S/C(=N/N=C/c2cccnc2)NC1=O)Nc1ccccc1 (stereo not given)
→ -0.4 | 15 | 10 | -2 | 10 | 13 | 0.0 | -15 | 5 | 0 | -17
13. CC1(C)CC(=O)C(C2NCCc3ccccc32)=C(O)C1 (stereo not given)
→ 1.3 | -8 | 15 | -5 | 6 | 11 | 1.4 | 4 | 8 | -2 | -22
14. COc1ccc(NC(=O)C2(C)Cc3c(-c4ccc(NC(C)=O)cc4)ccnc3O2)cn1 (stereo not given)
→ 0.0 | -16 | -31 | 0 | 22 | 12 | -0.4 | 13 | nt | nt | -11
15. COc1ccc2c(COC(=O)CNS(=O)(=O)c3ccccc3)cc(=O)oc2c1
→ 0.0 | 15 | 8 | -24 | -7 | -14 | 1.4 | -21 | -1 | nt | -19
16. CC(=O)Nc1ccc(S(=O)(=O)Nc2cccc3[nH]ncc23)cc1
→ -0.2 | -31 | 24 | -11 | 22 | 19 | 2.6 | 9 | 6 | 1 | 7
17. O=C(NC1CCCCCCC1)c1cccnc1
→ 0.0 | -6 | 2 | 13 | -39 | -26 | 3.3 | -30 | -21 | -2 | -24
18. COc1ccc(C(=O)NCc2nnc(SCC(=O)N3CCCC3)o2)cc1
→ -0.1 | 6 | 0 | -4 | 11 | -1 | 0.8 | -3 | 7 | 1 | -27
19. C/C(=N\Nc1cc(C)nc(NCc2ccccc2)n1)c1ccc([N+](=O)[O-])cc1
→ 0.3 | -20 | -6 | -8 | -18 | -20 | 2.0 | 22 | 7 | 0 | -9
20. CCOC(=O)C1(Cc2cccc(Cl)c2)CCCN(C2CCN(C(C)=O)CC2)C1 (stereo not given)
→ -0.1 | 0 | -1 | 6 | 20 | 12 | -0.7 | 21 | 0 | 0 | -56
21. O=C(NCCCN1CCOCC1)c1ccc(S(=O)(=O)Nc2cccc(C(F)(F)F)c2)cc1
→ -0.2 | 10 | 2 | -6 | 7 | 3 | -0.2 | 6 | 0 | 0 | 8
22. CC(C)c1ccc(NC(=O)CSc2nnc(CN3CCOCC3)n2C)cc1
→ -0.1 | 4 | 2 | 8 | 2 | -8 | 1.0 | -8 | -5 | 5 | -13
23. Cc1nc2c(=O)[nH]c(=S)n(C)c2nc1C
→ -0.1 | -10 | -9 | 10 | 23 | -3 | 0.0 | -7 | 6 | -3 | 2
24. Cn1c(NCCN2CCOCC2)nc2c1c(=O)n(Cc1cccc(Cl)c1)c(=O)n2C
→ 0.0 | 80* | 4 | 9 | 10 | 8 | 5.1 | -14 | 5 | 2 | -9
25. COc1cccc(C(c2nnnn2CS(=O)(=O)c2ccc(C)cc2)N2CCN(C)CC2)c1OC (stereo not given)
→ 0.1 | 7 | 3 | 1 | 21 | 11 | -3.2 | 7 | 4 | 0 | -5
26. Clc1cccc(-c2nnc(-c3ccccc3)o2)c1
→ -0.2 | 32 | -36 | -9 | -152 | -132 | -5.0 | -64 | 19 | -1 | -147
27. COc1ccc(Cc2nnc3sc(SCC(=O)Nc4ccccc4)nn3c2=O)cc1OC
→ 0.2 | 0 | 14 | 8 | 13 | 16 | 0.3 | 3 | -16 | -1 | 4
28. O=C(Nc1cccc(Br)c1)c1ccn[nH]1
→ 0.1 | 5 | 5 | 2 | -159 | -147 | 1.3 | -2 | -17 | -3 | -69
29. COc1ccc(S(=O)(=O)N2CCCCC2)cc1NC(=O)CCc1cc(OC)c(OC)c(OC)c1
→ -0.1 | -11 | -7 | -2 | 3 | 7 | -2.6 | -7 | nt | nt | -16
30. CCOC(=O)[C@H]1[C@H]2COc3ccc(OC)cc3[C@@H]2N2C(=O)c3cc(C)ccc3NC(=O)[C@@]12C
→ -0.1 | -12 | 1 | -1 | 8 | 7 | -0.4 | -4 | 7 | 0 | 6

Arranged by value in TRPM1 prom inh (lowest first): some entries from above.
entry	canonical_smiles	TRPM1 prom inh
3	C[C@H](NC(=O)[C@@H]1Cc2ccccc2CN1C(=O)OC(C)(C)C)C(=O)NC1CCCCC1	-5
2	CCOC(=O)N1CCN(C(=O)c2ccc3c(SCC(=O)O)c4c(nc3c2)CCC4)CC1	-4
6	CCN(CC)C(=O)c1sc(NC(=O)c2ccncc2)c(C(=O)OC)c1C	0

More results:
Values run as follows: aDG glyco act | TWEAK-Fn14 inh | CF NFkB inh | KKLEB tox | HIF-2a block | Peg3 promoter | iPSC survival up | Shn3 3UTR inh | TRPM1 prom inh | NR2E3 ag-2 | NR2E3 ag-1
31. CSc1ncccc1C(=O)OCc1ccc([N+](=O)[O-])cc1
→ 0.2 | -30 | -10 | 9 | -14 | -28 | -0.6 | -8 | -17 | 2 | -5
32. CCOc1ccc(C(C)NC(=O)c2ccccc2OCc2c(C)noc2C)cc1OCC (stereo not given)
→ -0.3 | 5 | 20 | -26 | 10 | 12 | 0.6 | 6 | 5 | 3 | -17
33. O=C(Nc1ccc(N2CCN(C(=O)c3ccco3)CC2)c(Cl)c1)c1cccnc1
→ 0.1 | -9 | 0 | 10 | 10 | -8 | -0.3 | 7 | 7 | 1 | 1
34. Cc1ccc(/C=C2\SC(=S)N(CCC(=O)NNC(=O)c3ccncc3)C2=O)cc1
→ 0.0 | -28 | -2 | 4 | 12 | -15 | -0.1 | -5 | nt | -1 | 0
35. COc1cc(Nc2nnc(C)s2)c(Cl)cc1Cl
→ 0.5 | -4 | -21 | 13 | -2 | -2 | -2.1 | 2 | 3 | -1 | 0
36. CC1(C)C(c2ccccc2)=NC(c2ccc(F)cc2)N1O (stereo not given)
→ 0.0 | 4 | 4 | 4 | 9 | 5 | -1.7 | 5 | -4 | 0 | 6
37. CCCCOc1cccc(C(=O)NC(=S)Nc2cccnc2)c1
→ 0.0 | -1 | 7 | 1 | -34 | -10 | -2.2 | 5 | -15 | -1 | -21
38. COc1cc2c(cc1OC)CN(C(=O)c1ccccc1C(=O)O)CC2
→ -0.2 | -8 | 6 | 5 | 14 | 8 | -0.7 | 4 | 0 | -1 | 4
39. OC(CN1C2=NCCCN2c2ccccc21)c1ccc(Br)cc1 (stereo not given)
→ 0.6 | -1 | -3 | -4 | 28 | 6 | -3.4 | 17 | 6 | -5 | -19
40. CCOC(=O)c1sc(=NC(=O)CCS(=O)(=O)c2ccccc2)n(C)c1C
→ -0.1 | -3 | 6 | -1 | 10 | 0 | -0.6 | -17 | 0 | 1 | -23
41. O=C(/C=C/c1ccc(S(=O)(=O)N2CCOCC2)cc1)NCCc1ccc(C(F)(F)F)cc1
→ 0.5 | 9 | 7 | -18 | 16 | -4 | 0.0 | 30 | -16 | -2 | 3
42. O=C(O)c1nc2ccccc2nc1C(=O)O
→ 0.0 | -14 | -8 | 3 | -228 | -252 | -1.5 | -55 | -39 | 0 | -109
43. O=Cc1ccc2c(c1)OCCOCCOCCOCCO2
→ 0.1 | 6 | -6 | -2 | 8 | 1 | -0.9 | -18 | nt | nt | -44
44. Cc1cc(=O)n2nc(N3CCC(C(=O)NCCc4ccccc4)CC3)sc2n1
→ 0.0 | 6 | -11 | 6 | 9 | 6 | -3.4 | -15 | -4 | 4 | 0
45. CCN(Cc1ccccc1)C(=O)Cn1cnc2c1c(=O)n(C)c(=O)n2C
→ 0.0 | -14 | 11 | -19 | -19 | -3 | 4.6 | 10 | 3 | 0 | -6
46. CCOC(=O)C1=CC[C@]2(C)c3c(c4ccccc4n3C)C(=O)C1N2C
→ 0.1 | 10 | -1 | -2 | 11 | 8 | -1.1 | -11 | 3 | 4 | -5
47. Cc1nc2ccc(NS(=O)(=O)c3ccccc3Cl)cc2s1
→ 0.2 | 7 | 8 | -12 | 1 | -6 | -0.5 | 1 | 2 | 3 | 31
48. COc1cc(OC)cc(C(=O)O/N=C(\N)c2cccc(C)c2)c1
→ 0.1 | -27 | -14 | 22 | -182 | -69 | -0.9 | -24 | -46 | 5 | -13

Bioassay records deposited in PubChem BioAssay by several laboratories.
